TRb SRC2 PPI = inhibitors of human thyroid hormone receptor beta-SRC2 interaction; 280,000 tested, 0.065% active; Potency, µM (doses to about 106 µM), inactives show top-dose activity change, negative = inhibition, actives largely listed as inhibitors; AID 1469; P10828; TRbeta-SRC2 peptide binding, fluorescence polarization; receptor liganded with 1 µM T3;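 also: potency is read from the fitted curve at half-maximal effect; plate controls were bound peptide for no effect and peptide without receptor for full effect; nearly all actives have a fitted effect of over 50% in size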
Target sequence (P10828 whole entry, looked up): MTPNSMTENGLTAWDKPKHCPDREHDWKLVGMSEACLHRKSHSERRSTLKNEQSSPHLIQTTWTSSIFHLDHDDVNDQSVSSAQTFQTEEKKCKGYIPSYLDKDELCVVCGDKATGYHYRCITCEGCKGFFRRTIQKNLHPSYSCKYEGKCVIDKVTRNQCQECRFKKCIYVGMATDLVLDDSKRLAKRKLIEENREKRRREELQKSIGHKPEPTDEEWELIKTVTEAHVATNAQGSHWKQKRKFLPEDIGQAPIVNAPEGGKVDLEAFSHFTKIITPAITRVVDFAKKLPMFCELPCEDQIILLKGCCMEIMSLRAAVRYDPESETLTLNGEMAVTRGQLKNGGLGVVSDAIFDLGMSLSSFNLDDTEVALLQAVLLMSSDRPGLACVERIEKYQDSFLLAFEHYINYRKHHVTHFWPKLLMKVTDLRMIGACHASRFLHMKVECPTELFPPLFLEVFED
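Human TRb LBD (0.6 uM) plus Texas Red-labeled SRC2 peptide (20 nM), 1uM T3, 5% DMSO, 5 hr at ambient temperature. Decreased polarization (555/632 nm) flags inhibition; data normalized to free and bound peptide controls.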
GLA spleen mod = inhibitors or activators of human alpha-galactosidase in spleen homogenate | P06280 | human spleen homogenate, 4MU-alpha-Gal fluorescence, 40 min | AID 2107 | Potency, µM (highest dose often 80 µM), without a hit: at the highest dose activity change, negative = inhibition, most hits filed as inhibitors | 240,000 tested, 0.008% active;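 also: potency is read from the fitted curve at half-maximal effect; 0% = enzyme with vehicle and -100% = no enzyme basal signal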
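Fluorogenic readout (Ex 365/Em 440 nm) of 4-methylumbelliferone released from 1 mM 4-MU-alpha-galactoside by spleen homogenate, 40 min at 37C, pH 5.0. Data normalized to no-enzyme and enzyme controls; Hill-equation AC50 from compound titrations.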
Tau FP inhib = tau fibrillization inhibition (FP). K18 P301L tau heparin fibrillization, Alexa594 FP, 6 h. Potency, µM (titrated, usually from 57.7 µM), without a hit: top-dose activity, negative = inhibition, hits mostly inhibitors. 280,000 tested, 0.39% active; also: potency is read from the fitted curve at half-maximal effect; % is scaled to controls: 0 for no effect and ±100 for the full control effect; nearly all actives have a fitted effect of over 55% in size
Target sequence (P10636 561-689 P618L limits assumed): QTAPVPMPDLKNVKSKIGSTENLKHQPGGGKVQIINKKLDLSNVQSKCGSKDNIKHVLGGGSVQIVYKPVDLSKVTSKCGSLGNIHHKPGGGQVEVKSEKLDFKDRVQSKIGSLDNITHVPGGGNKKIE
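FP of Alexa 594-tau after heparin (20 uM) induction. Substrate: human K18 P301L, 15 uM unlabeled, 0.24 uM labeled. Buffer 100 mM sodium acetate pH 7. 6 hr, 37 C.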
Tau fluor cs = counter-screen for tau fibril formation inhibitors; tau K18 P301L (four-repeat tau fragment) Alexa594 fluorescence, heparin fibrillization; Potency, µM (highest dose often 57.7 µM), without a hit: top-dose activity change, negative = decrease; 280,000 tested, 0.93% active; AID 1463; also: potency is read from the fitted curve at half-maximal effect; % is scaled to controls: 0 for no effect and ±100 for the full control effect; nearly all actives have a fitted effect of over 55% in size
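Human K18 P301L tau (15 uM unlabeled plus 0.24 uM Alexa 594-labeled, final) in 100 mM sodium acetate pH 7 was mixed with compound and 20 uM heparin and incubated 6 hr at 37 C.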
Epigenetic reg = regulators of epigenetic silencing causing reporter derepression in mouse cells | murine LDR cells, GFP reporter derepression, 30 h | Potency, µM (titrated, usually from 53.9 µM), inactives show top-dose GFP activation, actives largely listed as activators | 280,000 tested, 0.2% active | AID 1865; also: potency is read from the fitted curve at half-maximal effect; % of control where 0% means no effect; nearly all actives have a fitted effect of over 60% in size
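Derepression of a silenced CMV-GFP reporter in murine LDR cells is scored by enumerating GFP-positive cells with a laser-scanning microplate cytometer after 30 hours of treatment at 37 C.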
TR SRC2 fluor cs = counter-screen for TRb-SRC2 inhibitors: fluorescence interference | Potency, µM (top dose mostly 106 µM), without a hit: top-dose fluorescence change, negative = quenching | TRb/SRC2 Texas Red total fluorescence interference | AID 1479 | 280,000 tested, 0.29% active; active = well fitted curve in either direction with a large enough effect; inconclusive = small, poorly fitted or top-dose-only effect; also: potency is read from the fitted curve at half-maximal effect; % is scaled to controls: 0 for no effect and ±100 for the full control effect
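Human TRβ ligand-binding domain (0.6 uM) and Texas Red SRC2 peptide (20 nM) in Tris buffer with 1 uM T3 and 5% DMSO were incubated with pinned compound for 5 hr at ambient temperature. Total fluorescence was computed as S + 2P (555/632 nm).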
NPSR antagonist = neuropeptide S receptor (human) antagonism, cAMP. Q6W5P4. CHO-NPSR cells, cAMP TR-FRET, antagonist mode. Potency, µM (series often up to 38.3 µM), inactives show at the highest dose activity change, negative = inhibition, most hits filed as inhibitors. 220,000 tested, 1% active. AID 1461; also: potency is read from the fitted curve at half-maximal effect; % is scaled to controls: 0 for no effect and ±100 for the full control effect; nearly all actives have a fitted effect of over 50% in size; many of its hits are not listed in these tables
Target sequence (Q6W5P4 whole entry, looked up): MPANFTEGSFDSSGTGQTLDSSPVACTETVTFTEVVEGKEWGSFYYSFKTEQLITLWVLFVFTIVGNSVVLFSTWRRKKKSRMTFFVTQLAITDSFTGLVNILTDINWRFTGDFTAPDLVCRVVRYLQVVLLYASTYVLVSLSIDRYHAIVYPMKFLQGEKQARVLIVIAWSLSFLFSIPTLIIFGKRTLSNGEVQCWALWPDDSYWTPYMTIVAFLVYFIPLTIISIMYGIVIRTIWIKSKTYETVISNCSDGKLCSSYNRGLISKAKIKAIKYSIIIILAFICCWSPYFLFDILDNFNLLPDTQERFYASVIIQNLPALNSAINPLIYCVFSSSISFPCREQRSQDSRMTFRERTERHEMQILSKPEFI
CBFb RUNX1 block = blocks binding between human CBF-beta and RUNX1; 230,000 tested, under 10 active; AID 1477; Potency, µM (titrated, usually from 59.8 µM), without a hit: top-dose activity, negative = inhibition, usual class: inhibitors; AlphaScreen CBFb-His/RUNX1-biotin binding, biochemical; also: % of control where 0% means no effect
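CBFb-His/RUNX1-biotin, 30 nM each, preincubated 20 min RT; compound 15 min RT; Ni + streptavidin beads 50 ng each, 90 min RT; AlphaScreen read.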
* = called active by the depositor; u = inconclusive; x = no result given; [ ] = remark or other dose. Unless noted, calls follow the shape of the dose curve; as a rule, active = well fitted curve in the direction sought with a large enough effect; inconclusive = small, poorly fitted or top-dose-only effect, or another doubt; inactive = no such curve, though single readings can be large; an effect the other way counts as inactive or inconclusive. This is a subset. The share of hits here may be higher or lower than overall.

1) O=C1N(Cc2ccccc2)c2ccc(Cl)cc2C1(O)c1c[nH]c2ccccc12 (stereo not given)
2) O=C1CCCc2ccccc2N1Cc1ccccc1
3) COc1ccc(N2CCN(c3n[nH]c(N)n3)CC2)cc1
4) CCN(CC(=O)NCc1ccc(F)cc1)C(=O)COc1ccc(C)c(C)c1
5) CN(C(=O)c1c2c(nc3ccccc13)C(=O)N(C1CCCCC1)C2)c1ccc(F)cc1
6) CCCN1CCN(C(=S)Nc2ccc(SC(F)F)cc2)CC1
entry no.,1,2,3,4,5,6
TRb SRC2 PPI,2%,-1%,-1%,-4%,0%,1%
GLA spleen mod,x,-12%,10%,-2%,x,0%
Tau FP inhib,-7%,5%,4%,2%,-11%,-3%
Tau fluor cs,u,-1%,-4%,-2%,-5%,-4%
Epigenetic reg,u,8.1%,-1.3%,-2.5%,0.0%,-3.4%
TR SRC2 fluor cs,-5%,-1%,-1%,0%,-30%,0%
NPSR antagonist,x,-7%,6%,-2%,x,7%
CBFb RUNX1 block,x,-4%,-13%,3%,x,-1%

7) CSCCC(NC(N)=O)C(=O)N(C)CC(=O)Nc1ccc(C)cc1 (stereo not given)
8) COc1cc(C=C2C(=O)OC(c3ccccc3)OC2=O)cc(Br)c1O (stereo not given)
9) NC(=O)C1CCN(C(=S)NC2CC3C=CC2C3)CC1 (stereo not given)
10) C=CCn1c(CCCOc2ccc(Cl)cc2Cl)nnc1SCC(=O)Nc1nccs1
11) CCCn1nnc(NC(=O)c2cccc(OCC)c2)n1
12) COc1ccccc1C1C(C(N)=O)=C(C)Nc2nc(SCc3ccccc3F)nn21 (stereo not given)
entry no.,7,8,9,10,11,12
TRb SRC2 PPI,3%,2%,-2%,-4%,-1%,-4%
GLA spleen mod,1%,7%,2%,3%,1%,x
Tau FP inhib,2%,-1%,5%,1%,1%,1%
Tau fluor cs,1%,-3%,-1%,-5%,-4%,-6%
Epigenetic reg,0.0%,-0.6%,-1.0%,-0.7%,0.0%,-2.4%
TR SRC2 fluor cs,0%,0%,-3%,-2%,1%,-3%
NPSR antagonist,-6%[46.1 µM],-40%,-36%,-16%[46.1 µM],0%[46.1 µM],x
CBFb RUNX1 block,3%,3%,7%,5%,6%,x

13) NCCCC[C@H](NC(=O)[C@H](CS)NC(=O)[C@@H](N)Cc1cnc[nH]1)C(=O)N[C@@H](Cc1ccccc1)C(=O)N[C@@H](Cc1c[nH]c2ccccc12)C(=O)N[C@@H](Cc1c[nH]c2ccccc12)C(=O)O
14) O=C1CC(c2c(F)cccc2Cl)c2c(ccc3ccccc23)N1 (stereo not given)
15) CN(C)CCCOC(=O)C1c2ccccc2Oc2ccccc21
16) COCCOC(=O)c1c(C)oc2ccc(OC(=O)c3cccs3)cc12
17) CCOc1ccc(N2C(=O)CC(SC(=NC)Nc3cccc(F)c3)C2=O)cc1 (stereo not given)
18) CCOc1ccc(CNc2nc3ccccc3n2CCN2CCOCC2)cc1
entry no.,13,14,15,16,17,18
TRb SRC2 PPI,-4%,2%,3%,3%,-9%,2%
GLA spleen mod,-11%,x,-8%,-10%,2%,-2%
Tau FP inhib,x,u,-3%,3%,-6%,2%
Tau fluor cs,x,-25%,-10%,-23%,-26%,-1%
Epigenetic reg,x,7.8%,3.5%,-1.6%,9.9%,-1.2%
TR SRC2 fluor cs,-2%,0%,-6%,-3%,-3%,2%
NPSR antagonist,x,x,3%[46.1 µM],-7%[46.1 µM],-7%[46.1 µM],-22%[46.1 µM]
CBFb RUNX1 block,10%,x,13%,29%,7%,2%

19) Cc1ccc(/C(N)=N/OC(=O)c2ccc(C)cc2Cl)cc1
20) CCc1ccc(-c2ccc(C(=O)Oc3ccc(Br)cc3)cc2)nc1
21) COc1cc(OC)cc(OCC(O)Cn2ccnc2C)c1 (stereo not given)
22) Cc1cc2nc(-c3ccc(OCc4ccccc4C)cc3)cc(C(F)(F)F)n2n1
23) CCOC(=O)c1c(-c2ccc(OC)cc2)oc2ccc(OCc3ccc(C(=O)OC)cc3)cc12
24) CCCC1(C(=O)OC)NC(c2ccco2)C2C(=O)N(C)C(=O)C21 (stereo not given)
entry no.,19,20,21,22,23,24
TRb SRC2 PPI,-1%[53 µM],0%,-4%,8%,2%,3%
GLA spleen mod,19%,x,-1%,x,x,6%
Tau FP inhib,0%,-7%,-2%,6%,-16%,4%
Tau fluor cs,-4%,-3%,6%,-6%,-21%,4%
Epigenetic reg,1.3%,-0.5%,0.0%,3.2%,-0.6%,1.0%
TR SRC2 fluor cs,-2%[53 µM],8%,-3%,-10%,-1%,-2%
NPSR antagonist,10%,x,-2%[46.1 µM],x,x,10%
CBFb RUNX1 block,12%,x,6%,x,x,6%

25) O=C(CN(c1cccc(Cl)c1)S(=O)(=O)c1ccccc1)NN=C1CCCC1
26) N#CCCn1nc(-c2ccc([N+](=O)[O-])cc2)cc1Nc1ccccc1NC(=O)C(F)(F)F
27) CCC(=O)N(Cc1cc(=O)[nH]c2ccccc12)C1CCCCC1
28) Cc1cc(C)c2cc(C(=O)N3CCC(Cc4ccccc4)CC3)[nH]c2c1
29) COc1cc2c(cc1NC(=O)CSCC(=O)O)oc1ccccc12
30) O=c1ccc2cc3ccoc3cc2o1
entry no.,25,26,27,28,29,30
TRb SRC2 PPI,0%,1%,-20%,-4%,0%,-1%
GLA spleen mod,6%,6%,7%,-3%,14%,-10%
Tau FP inhib,-4%,13%,2%,2%,5%,-1%
Tau fluor cs,-3%,3%,6%,-11%,-4%,-9%
Epigenetic reg,-0.2%,2.1%,-5.1%,0.0%,0.7%,1.6%
TR SRC2 fluor cs,-2%,3%,2%,0%,-7%,-2%
NPSR antagonist,-17%,-25%[46.1 µM],-8%[46.1 µM],-14%,-14%[46.1 µM],x
CBFb RUNX1 block,-8%,-7%,-3%,3%,9%,8%[21.7 µM]

31) CC(C)NCCCOc1ccc(C(C)(C)c2ccccc2)cc1
32) Cc1nn(Cc2ccccc2)c(Cl)c1/C=N/NC(=O)CNc1cccc(C(F)(F)F)c1
33) CC1Cc2ccccc2N1C(=O)CN1CCC(n2nnc3cc(C(F)(F)F)ccc32)CC1 (stereo not given)
34) CCCCS(=O)(=O)C1CCS(=O)(=O)C1 (stereo not given)
35) Cc1ccccc1NC(=O)Nc1cc(-c2ccccc2)nn1C
36) COc1ccccc1NC(=O)O/N=C(\N)c1ccccc1
entry no.,31,32,33,34,35,36
TRb SRC2 PPI,0%,2%,2%,0%,-6%,0%
GLA spleen mod,-9%,9%,1%,2%,0%,3%
Tau FP inhib,5%,u,0%,-5%,-7%,3%
Tau fluor cs,-12%,u,-3%,-1%,-25%,6%
Epigenetic reg,0.8%,12%,-1.7%,-1.2%,-1.1%,-1.7%
TR SRC2 fluor cs,0%,0%,-1%,1%,-3%,-1%
NPSR antagonist,-4%[46.1 µM],u,u,-1%[46.1 µM],-9%,27%
CBFb RUNX1 block,5%,-1%,2%,11%,7%,14%

Filtered by structure, the entries above containing a furan ring, fused or not.
16) COCCOC(=O)c1c(C)oc2ccc(OC(=O)c3cccs3)cc12
23) CCOC(=O)c1c(-c2ccc(OC)cc2)oc2ccc(OCc3ccc(C(=O)OC)cc3)cc12
24) CCCC1(C(=O)OC)NC(c2ccco2)C2C(=O)N(C)C(=O)C21 (stereo not given)
29) COc1cc2c(cc1NC(=O)CSCC(=O)O)oc1ccccc12
30) O=c1ccc2cc3ccoc3cc2o1
entry no.,16,23,24,29,30
TRb SRC2 PPI,3%,2%,3%,0%,-1%
GLA spleen mod,-10%,x,6%,14%,-10%
Tau FP inhib,3%,-16%,4%,5%,-1%
Tau fluor cs,-23%,-21%,4%,-4%,-9%
Epigenetic reg,-1.6%,-0.6%,1.0%,0.7%,1.6%
TR SRC2 fluor cs,-3%,-1%,-2%,-7%,-2%
NPSR antagonist,-7%[46.1 µM],x,10%,-14%[46.1 µM],x
CBFb RUNX1 block,29%,x,6%,9%,8%[21.7 µM]

Next part.
37) O=C(CSc1nc(=O)n(Cc2ccncc2)c2c1CCC2)Nc1ccc(F)cc1F
38) COc1ccccc1CNC(=O)c1ccc(CS(=O)c2ccccc2Cl)o1 (stereo not given)
39) O=C(Nc1ccc(N2CCOCC2)cc1)c1cccc(S(=O)(=O)N2CCCCCC2)c1
40) CCCCOC(=O)/C(=C\c1ccc([N+](=O)[O-])o1)NC(=O)c1ccccc1
41) CC1Cc2ccccc2N1S(=O)(=O)c1cccc(C(=O)c2nccn2C)c1 (stereo not given)
42) O=C(NN=C1CCCC1)c1cc(-c2ccc(F)cc2)nc2ccccc12
entry no.,37,38,39,40,41,42
TRb SRC2 PPI,-2%,-7%,-6%,-5%,1%,-1%
GLA spleen mod,x,x,4%,1%,-3%,5%
Tau FP inhib,-5%,1%,7%,4%,-2%,-1%
Tau fluor cs,-1%,-7%,-28%,-1%,-28%,-14%
Epigenetic reg,4.9%,-0.5%,-0.3%,-0.8%,-1.0%,2.5%
TR SRC2 fluor cs,0%,-1%,-10%,0%,-2%,1%
NPSR antagonist,x,x,-5%,-2%[46.1 µM],-18%[46.1 µM],-1%
CBFb RUNX1 block,x,x,u,5%,0%,-7%

43) COc1ccc(CNC(=O)c2noc(C(C)C)c2[N+](=O)[O-])cc1
44) COc1cccc(/C=C/C(=O)NCc2cn3cc(Cl)ccc3n2)c1OC
45) Cc1ccc(S(=O)(=O)C(CNC(=O)c2ccc(C(F)(F)F)cc2)c2ccco2)cc1 (stereo not given)
46) O=C(Cn1cnc2onc(-c3ccc(F)cc3)c2c1=O)N1CCN(c2ccccc2F)CC1
47) O=c1cc(CSc2nnc3ccccn23)c2c(ccc3ccccc32)o1
48) Cc1cccc(C)c1OCC(=O)NCC1(N(C)C)CCCCC1
49) CC(=O)Nc1sc2c(c1CN1CCCC1)CCCC2
entry no.,43,44,45,46,47,48,49
TRb SRC2 PPI,-19%,-4%,2%,-3%,0%,0%,7%
GLA spleen mod,1%,-3%,x,x,-1%,x,1%
Tau FP inhib,9%,9%,1%,u,1%,1%,-3%
Tau fluor cs,1%,-3%,-24%,u,-5%,4%,2%
Epigenetic reg,0.0%,-1.6%,5.3%,-0.2%,4.2%,-1.6%,-1.7%
TR SRC2 fluor cs,0%,-6%,1%,-5%,-8%,u,-1%
NPSR antagonist,-3%,8%,x,x,-12%,x,7%
CBFb RUNX1 block,8%,-2%,x,x,2%,x,-3%
